Compound activity as filed in PubChem.
BAP1 inh: inhibitors of BAP1 deubiquitinase, primary screen, biochemical, Ub-AMC fluorescence, kinetic. Ubiquitin carboxyl-terminal hydrolase BAP1 (Homo sapiens), Q92560. recombinant BAP1, Ub-AMC hydrolysis fluorescence kinetic; active compounds read low. activity remaining (% of control), % at 20 µM. actives 0.48% (n = 72,000). AID 436, 2006;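 active = activity remaining at or below 50% of control, provided the compound also passes the data quality filters; inactive = the rest, including low values that fail the filters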;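 also: 100% = DMSO wells rate and 0% = substrate alone blank rate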
Target sequence (Q92560 whole entry, looked up): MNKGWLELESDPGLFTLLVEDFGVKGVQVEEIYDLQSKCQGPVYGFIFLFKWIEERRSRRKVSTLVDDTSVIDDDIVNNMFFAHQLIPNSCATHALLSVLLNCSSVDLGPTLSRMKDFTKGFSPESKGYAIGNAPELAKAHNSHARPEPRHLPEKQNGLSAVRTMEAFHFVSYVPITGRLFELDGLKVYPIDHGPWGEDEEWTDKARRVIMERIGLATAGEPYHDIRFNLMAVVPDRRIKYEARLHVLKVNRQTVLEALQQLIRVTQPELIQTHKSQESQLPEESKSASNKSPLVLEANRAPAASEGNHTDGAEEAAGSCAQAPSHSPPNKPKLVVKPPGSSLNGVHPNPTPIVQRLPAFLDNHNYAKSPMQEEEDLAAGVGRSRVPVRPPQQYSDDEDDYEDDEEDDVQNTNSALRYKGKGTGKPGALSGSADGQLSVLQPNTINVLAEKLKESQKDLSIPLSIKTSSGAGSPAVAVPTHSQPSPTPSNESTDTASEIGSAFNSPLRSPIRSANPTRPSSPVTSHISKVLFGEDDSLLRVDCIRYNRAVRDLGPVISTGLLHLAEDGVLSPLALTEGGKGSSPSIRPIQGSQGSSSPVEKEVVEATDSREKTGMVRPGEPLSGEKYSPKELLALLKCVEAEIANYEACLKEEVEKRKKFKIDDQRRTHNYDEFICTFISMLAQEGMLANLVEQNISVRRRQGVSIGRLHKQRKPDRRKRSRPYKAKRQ
HePTP inhibitor: inhibitors of human HePTP phosphatase, primary screen, biochemical, absorbance, leukemia target | AID 521, 2006 | actives 0.64% (n = 110,000) | recombinant HePTP phosphatase activity, OD absorbance | Tyrosine-protein phosphatase non-receptor type 7 (Homo sapiens), P35236 | inhibition, % at 20 µM; in the data active = inhibition above about 50%;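 also: plate controls were vehicle for no effect and reference inhibitor for full effect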
Target sequence (P35236 whole entry, looked up): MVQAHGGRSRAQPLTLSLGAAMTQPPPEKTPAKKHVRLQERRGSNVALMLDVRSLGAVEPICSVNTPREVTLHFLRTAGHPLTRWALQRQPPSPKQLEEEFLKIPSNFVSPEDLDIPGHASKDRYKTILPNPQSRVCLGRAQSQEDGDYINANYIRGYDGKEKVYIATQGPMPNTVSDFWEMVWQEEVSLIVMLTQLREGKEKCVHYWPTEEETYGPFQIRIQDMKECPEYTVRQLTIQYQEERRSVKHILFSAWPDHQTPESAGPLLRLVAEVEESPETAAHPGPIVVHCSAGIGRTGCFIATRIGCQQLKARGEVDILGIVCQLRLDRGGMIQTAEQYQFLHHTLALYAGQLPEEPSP
* = called active by the depositor; . = not tested or not shown; & = joins results of further samples.

BAP1 inh	HePTP inhibitor	molecule
.	6.5	O=C(Nc1ccccc1C(=O)O)c1ccc(N2C(=O)C3C4C=CC(C4)C3C2=O)cc1 (stereo not drawn)
.	-10.2	C=CCn1c(C)nc2c(c1=O)c1nc3ccccc3nc1n2-c1ccc(C)cc1
98.5	8.1	Cc1ccc(-c2cc(C(=O)O)n[nH]2)o1
104.0	10.6	CCC(=O)N1CCN(CCN=CC2=C(O)CC(c3cccs3)CC2=O)CC1 (stereo not drawn)
81.6	8.1	O=C1CC(NCc2ccncc2)C(=O)N1c1ccc(Cl)cc1 (stereo not drawn)
.	-0.6	CC(C)(C)c1ccc(OCCOc2ccc(/C=N/N3C(=O)CSC3=S)cc2)cc1
.	13.4	Oc1cccc(C=Nc2ccccc2)c1O
95.8	5.7	COc1ccc(-n2c(CSc3nc(C)cc(C)n3)nnc2SCC(=O)Nc2nccs2)cc1
.	-15.2	COCCNC(=O)CN(c1cccc(Br)c1)S(=O)(=O)c1ccccc1
112.5	7.7	CCC1Oc2ccccc2N(CC(=O)NCCN2C(C)CCCC2C)C1=O (stereo not drawn)

Carrying on:
BAP1 inh	HePTP inhibitor	molecule
87.9	2.7	O=C(Nc1ncc2c(n1)CC(c1ccco1)CC2=O)c1ccccc1 (stereo not drawn)
111.8	12.8	CCOCCCNC(=O)C1CC(=O)N(C2CCCC2)C1 (stereo not drawn)
96.3	3.9	CCOC(=O)CSc1nnc2n(Cc3ccccc3)c(=O)c3c4c(sc3n12)CCC4
116.4	4.6	Cn1cnnc1SCC(=O)N(Cc1ccc2c(c1)OCO2)C1(C(=O)NC2CCCCC2)CCCC1
98.3	5.3	Cn1c(Cn2nnc3ccccc32)nnc1SCC(=O)NCc1ccc2c(c1)OCO2
.	-11.4	CCOC(=O)C1=C(c2ccccc2)NC(=S)NC1c1ccc(OC)cc1 (stereo not drawn)
94.3	1.3	Cc1ccccc1C(OCC(O)CN1CCCCC1CCO)c1ccccc1 (stereo not drawn)
211.3	.	Cc1ccc(Cl)cc1NC(=O)Cn1c2ccccc2c(=O)c2ccccc21
.	8.4	CC(=O)Oc1cc2oc(=O)cc(C)c2cc1OC(C)=O
.	4.9	O=C(NC1CCCCC1)c1cc2nc(-c3ccco3)cc(C(F)(F)F)n2n1

Further structures
BAP1 inh	HePTP inhibitor	molecule
92.5	.	COc1ccc(C2CC(C(F)(F)F)n3nc(C(=O)Nc4cccc5ccccc45)c(Cl)c3N2)cc1OC (stereo not drawn)
64.8	.	CCOC(=O)C1=C(N)OC2=C(C(=O)CCC2)C1c1cccc(Cl)c1 (stereo not drawn)
.	2.7	CCOc1cccc(C(=O)Nc2ccc(NC(=O)c3cccc(C)c3)cc2)c1
92.9	4.4	COC(=O)C1=C(C)OC(N)=C(C#N)C1c1ccc(OC)c(OC)c1OC (stereo not drawn)
100.3	12.6	O=S(=O)(Nc1ccc(Cc2ccncc2)cc1)N1CCCC1
.	8.0	FC(F)(F)c1ccccc1CN1CCN(Cc2ccco2)CC1
47.4*	0.8	Cn1nc(-c2ccc(Cl)cc2)c2cc(C(=O)NC3CC3)sc21
.	2.3	O=C(Nc1ccccc1N1CCN(C(=O)c2ccc(Cl)cc2)CC1)c1ccc2c(c1)OCO2
.	5.5	NC(=O)CCC(NC(=O)C(c1ccccc1)c1ccccc1)C(=O)O (stereo not drawn)
.	-2.4	O=C1NC(=S)N/C1=C/c1cc2c(cc1Cl)OCO2

(continued)
BAP1 inh	HePTP inhibitor	molecule
.	7.9	CN(c1ccccc1)c1ccc(C2NN=C(c3ccccc3)S2)cc1 (stereo not drawn)
.	9.8	N#C/C(=C\c1ccc(-c2ccc(Cl)c(Cl)c2)o1)c1ccccc1
.	10.3	O=C(NCc1cccc(CNC(=O)C(=O)NCC2CCCO2)c1)C(=O)NCC1CCCO1 (stereo not drawn)
.	-9.1	COc1ccc(S(=O)(=O)N(CC(=O)Nc2ccc(C)cc2C)Cc2ccccc2)cc1OC
.	-2.7	COC(=O)CN(c1ccc(OC)cc1OC)S(=O)(=O)c1ccccc1
107.6	6.9	COc1ccc(Cc2nnnn2CC(=O)O)cc1
97.1	5.4	O=C(c1cc(F)c(F)cc1Cl)N1CCOCC1
112.7	12.0	CNC(=O)NC(=O)CSc1cccc(C(F)(F)F)c1
.	6.9	COc1ccccc1CNC1C2CC3CC(C2)CC1C3 (stereo not drawn)
.	2.6	COc1ccc(NC(=O)CN(c2cccc(Cl)c2)S(C)(=O)=O)cc1

Fetched one by one from the entries so far (two):
BAP1 inh	HePTP inhibitor	molecule
.	10.3	O=C(NCc1cccc(CNC(=O)C(=O)NCC2CCCO2)c1)C(=O)NCC1CCCO1 (stereo not drawn)
.	9.8	N#C/C(=C\c1ccc(-c2ccc(Cl)c(Cl)c2)o1)c1ccccc1

(next part)
BAP1 inh	HePTP inhibitor	molecule
.	3.0	CSc1ccccc1NC(=O)CC1Nc2ccccc2NC1=O (stereo not drawn)
.	8.1	O=C(Nc1ccccc1C(=O)N1CCOCC1)c1ccc(Cl)cc1
40.6*	6.7	CCOC(=O)c1c(NC(=O)CSc2nc(C)cc(C)c2C#N)sc(C(C)=O)c1C
76.9	7.0	Cc1noc(NS(=O)(=O)c2ccc(N/C=C/C(=O)c3cccnc3)cc2)c1C
.	12.7	O=c1oc2cc(OC/C=C/c3ccccc3)ccc2cc1-c1ccccn1
.	-29.2	NC(=O)c1ccc(NC(=O)c2ccccc2C(=O)O)cc1
87.8	5.0&3.0	Cc1ccc(-c2cc(C(F)(F)F)n3ncc(C(=O)N4CCN(C)CC4)c3n2)cc1
121.7	-6.3	O=C1NC(c2ccco2)Nc2ccccc21 (stereo not drawn)
.	3.2	O=C(Cn1nnc(-c2ccc3c(c2)OCO3)n1)NCc1ccco1
99.0	-5.7	CCN(CC)CCN1C(=O)C(O)=C(C(C)=O)C1c1ccccc1 (stereo not drawn)

Going on with the list:
BAP1 inh	HePTP inhibitor	molecule
.	5.3	CCOC(=O)c1c(NC(=O)c2csc(C)c2)sc(C(C)=O)c1C
97.3	6.5	Cc1[nH]nc2c1C(C(C)C)C(C#N)=C(N)O2 (stereo not drawn)
127.2	3.7	COc1ccc(C2(O)CC3CCC(C2)N3c2nc(C)cc(C)c2C#N)cc1 (stereo not drawn)
62.0	.	Cc1c(Cl)c([N+](=O)[O-])nn1CC(=O)Nc1ccc(OC(F)(F)F)cc1
.	4.5	CCOc1ccccc1NC(=O)C(=O)NCCCN1CCOCC1
127.7	.	CCOCCOC(=O)C1=C(C)N(C)C(=O)NC1c1ccc(Cl)cc1 (stereo not drawn)
.	10.0	CCCCOC(=O)COc1ccc(S(=O)(=O)c2ccc(OCC(=O)OCCCC)cc2)cc1
59.0	-2.4	Cc1cc2ncn(/N=C/c3cc(Br)ccc3O)c2cc1C
145.1	-3.7	N#Cc1c(N)nc(SCC(=O)NCc2ccc3c(c2)OCO3)c(C#N)c1-c1cccs1
.	5.2	Cc1ccc(OCC(=O)N2CCCc3ccccc32)c(C)c1

Three compounds already listed, sorted by the value under HePTP inhibitor, smallest number first.
BAP1 inh	HePTP inhibitor	molecule
.	4.5	CCOc1ccccc1NC(=O)C(=O)NCCCN1CCOCC1
.	5.2	Cc1ccc(OCC(=O)N2CCCc3ccccc32)c(C)c1
.	10.0	CCCCOC(=O)COc1ccc(S(=O)(=O)c2ccc(OCC(=O)OCCCC)cc2)cc1

The listing continues.
BAP1 inh	HePTP inhibitor	molecule
77.9	-4.3	O=C(CCN1Cc2ccccc2C1)c1ccc2c(c1)OCCO2
.	2.3	CCOC(=O)c1sc(NC(=O)c2ccc(Br)s2)nc1-c1ccccc1
.	3.4	O=C(Nc1ccc(S(=O)(=O)Nc2nccs2)cc1)c1cc(-c2ccc(Br)cc2)nc2ccccc12
.	3.5	COc1ccc(/C=C/C(=O)Nc2ncc(Cc3cccc(C(F)(F)F)c3)s2)cc1
83.8	5.7	COc1cccc(N(C(=O)c2ccn[nH]2)C2(C(=O)Nc3c(C)cccc3C)CCCCC2)c1
.	7.7	COc1ccc(C(N)=O)cc1NS(=O)(=O)c1ccc(F)cc1
85.1	-0.3	O=C(O)c1cn(-c2ccccc2)nc1-c1cccnc1
67.8	-0.9	Cc1ccc(Oc2cc(C)nc(-c3ccccc3O)n2)cc1
.	5.8	O=C(c1ccncc1)N1CCN(Cc2cccc(Oc3ccccc3)c2)CC1
.	10.5	Cc1ccccc1NC(=O)c1ccc(C)c(S(=O)(=O)Nc2cccc([N+](=O)[O-])c2)c1

Next part:
BAP1 inh	HePTP inhibitor	molecule
88.5	0.8	CCC(Oc1ccc(C)c(C)c1)C(=O)O (stereo not drawn)
.	12.5	CC(C)c1nc2c(c3c1[nH]c1ccccc13)C(=O)CC(C)(C)C2
78.5	7.9	O=C(CCn1nc(-c2ccc(Cl)cc2)ccc1=O)N1CCN(c2ccccn2)CC1
.	7.4	O=C(Cn1c2ccccc2c(=O)c2ccccc21)N/N=C/c1cc([N+](=O)[O-])ccc1N1CCCCC1
86.7	4.5	CCN(CC)CCNC(=O)Cc1c(C(=O)O)n(CC)c2ccccc12
104.2	6.9	O=C(O)C1C2C=CC(C2)C1C(=O)NCCCn1ccnc1 (stereo not drawn)
.	11.6	Cc1ccc(NC(=O)Cn2cnc3c(=O)n(C)c(=O)n(C)c32)c(C)c1
94.4	5.9	O=c1[nH]c2cc3c(cc2cc1CN(Cc1cccs1)Cc1nnnn1Cc1ccco1)OCCO3
.	1.3	Cc1cccc(/C=N/N2CCN(Cc3ccccc3Cl)CC2)c1
78.9	-4.9	CC1=C(C(=O)Nc2ccc(C)cc2)C(c2ccc(C)o2)C2=C(CC(C)(C)CC2=O)N1 (stereo not drawn)

(more compounds)
BAP1 inh	HePTP inhibitor	molecule
.	4.7	CN1CCc2c(sc(N)c2C(=O)OC(C)(C)C)C1
116.9	3.2	O=C(O)CCc1nn2c3ccccc3nc2n(-c2ccccc2)c1=O
90.7	-3.3	O=C(O)c1ccccc1OCCOc1ccccc1
62.3	.	CC(=O)Nc1ccc(N2C(=O)CSC2c2ccc([N+](=O)[O-])cc2)cc1 (stereo not drawn)
94.7	3.4	Cc1cc(C(=O)Nc2ccc3c(c2)OCCO3)c(C)o1
.	-12.0	CC(=O)N(C)c1ccc(NC(=O)c2ccc(F)cc2)cc1
.	-2.5	O=C(Cc1ccccc1)NN=C1c2ccccc2-c2ccccc21
92.4	-5.0	Brc1ccccc1Cn1c(-c2cncs2)nc2ccccc21
.	3.8	COC(=O)C1=C(C)NC(=O)CC1c1cc([N+](=O)[O-])ccc1Cl (stereo not drawn)
102.5	1.7	Nc1ccc(N2CCCCC2)cc1N1CCCCC1

Marked active in BAP1 inh, of those listed so far:
BAP1 inh	HePTP inhibitor	molecule
47.4*	0.8	Cn1nc(-c2ccc(Cl)cc2)c2cc(C(=O)NC3CC3)sc21
40.6*	6.7	CCOC(=O)c1c(NC(=O)CSc2nc(C)cc(C)c2C#N)sc(C(C)=O)c1C

(next part)
BAP1 inh	HePTP inhibitor	molecule
.	-4.8	COc1cc(NC(=O)c2cccnc2)ccc1NC(=O)c1ccco1
.	-6.4	CCC(C)c1ccc(OCC(=O)Nc2ccc3c(c2)C(=O)N(c2cccc(C)c2C)C3=O)cc1 (stereo not drawn)
109.0	5.7	Cn1c(=O)c2c(ncn2CC(=O)N2CCN(c3ccccc3F)CC2)n(C)c1=O
66.0	10.7	O=C(CCC1CCCC1)NCc1ccccn1
114.5	-2.6	O=C(CCC(=O)N1CCCc2ccccc21)N1CCN(S(=O)(=O)c2ccccc2)CC1
.	-13.9	COc1cc(NC(=O)CCCOc2ccccc2)c(OC)cc1Cl
.	-9.7	Cc1ccc(-c2nc3ccccc3o2)cc1NC(=O)c1ccc2c(c1)OCO2
97.8	-10.9	Cc1c(C(=O)OCCOC(C)C)[nH]c2c1C(=O)CC(C)(C)C2
105.7	-1.2	COc1ccccc1NC(=O)CN1CCN(c2ccc(Cl)cc2)CC1
.	-0.2	CC(C)(C)c1ccc(C(=O)NC2CCCC2)cc1

Next part, starting with the last 3 of the part before.
BAP1 inh	HePTP inhibitor	molecule
97.8	-10.9	Cc1c(C(=O)OCCOC(C)C)[nH]c2c1C(=O)CC(C)(C)C2
105.7	-1.2	COc1ccccc1NC(=O)CN1CCN(c2ccc(Cl)cc2)CC1
.	-0.2	CC(C)(C)c1ccc(C(=O)NC2CCCC2)cc1
.	18.1	CN(C)S(=O)(=O)N=C1C=CC(=NS(=O)(=O)N(C)C)C=C1
.	3.8	O=S(=O)(Oc1ccccc1)c1ccc2c(c1)Cc1cc(S(=O)(=O)Oc3ccccc3)ccc1-2
.	0.3	COc1ccc(CCNC(=O)C2CCCCC2C(=O)O)cc1 (stereo not drawn)
112.7	12.2	CC(=O)Nc1cccc(C(=O)Oc2cccc(C)c2)c1O
108.9	-4.2	CCCCn1c(SCc2nnc(-c3ccccc3)o2)nc2c1c(=O)n(C)c(=O)n2C
.	12.9	CC(C)c1nc2sc3c(NCc4ccco4)ncnc3c2c2c1COC(C)(C)C2
.	8.6	CCc1ccc(C2C(C(=O)OC)=C(C)NC3=C2C(=O)CC(C)(C)C3)s1 (stereo not drawn)
.	6.4	CC(=O)c1ccc(N2CCN(C(=O)C3CCCN(S(=O)(=O)c4cnc[nH]4)C3)CC2)cc1 (stereo not drawn)
.	7.5	COc1cc(/C=C(/C#N)c2nc3ccc(C)cc3[nH]2)c(Br)cc1O
84.8	9.1	CCCc1cc(-c2ccc(O)c(OCC)c2)c(C#N)c(N)n1
107.0	.	CCOC(=O)C1=C(C)NC(=S)NC1c1cc(OC)ccc1OC (stereo not drawn)
.	3.2	COc1cccc(OC)c1C(=O)N(C)c1ccccc1
